# ATXN2 expr inh = reduces ATXN2 reporter expression in HEK-293 cells; Potency, µM (highest dose often 57 µM), inactives show at the highest dose activity change, negative = inhibition, most hits filed as inhibitors; 360,000 compounds, 0.72% hits; HEK-293 ATXN2-luciferase reporter, luminescence, 24 h; AID 1745845; note: potency is the fitted concentration of half-maximal effect; % is set by controls: 0 for no effect and ±100 for the full control effect; nearly all actives have a fitted effect of over 55% in size
#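 ATXN2-luciferase reporter cells (luciferase flanked by upstream and downstream ATXN2 gene portions) were treated 24 h at 37 °C with compounds at up to 57 uM. SteadyGlo luminescence gave expression; GF-AFC fluorescence gave viability.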
# Nrf2 block = inhibitors of Nrf2 signaling. 360,000 compounds, 2.1% hits. Potency, µM (titrated, usually from 46 µM), for the others: at the top dose activity change, negative = inhibition, actives largely listed as inhibitors. A549 ARE-Fluc reporter, luciferase luminescence, 18-24 h. AID 504444; note: potency is the fitted concentration of half-maximal effect; % is set by controls: 0 for no effect and ±100 for the full control effect; nearly all actives have a fitted effect of over 60% in size
#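 Nrf2 activity is the BugLite luminescence, read 15 min after reagent at room temperature, following CellTiter-Fluor cytotoxicity readout (30 min, 37C). Compound titrations were applied for 18-24 h to 5000 A549 ARE_Fluc cells/well in 5% FBS OPTI-MEM.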
# IL-1B inflam inh = inhibitors of inflammasome signaling (IL-1 beta secretion); THP-1 LPS/ATP IL-1B secretion, AlphaLISA, 16 h; hits give low values; AID 743279; 360,000 compounds, 4.7% hits; activity change, % at 57.5 µM; in the data active = activity change below about -50%; inconclusive = mostly about -30% to -49%; note: % is set by controls: 0 for no effect and ±100 for the full control effect
#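 THP-1 cells pretreated 1 hr with compounds (up to 57.5 uM final), then stimulated with LPS (250 ng/mL final) plus ATP (1.25 mM final); secreted IL-1B measured by AlphaLISA after 16 hr, decreased signal indicating inhibition.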
# Nrf2 activator = activators of Nrf2 (ARE) signaling | AID 624171 | 410,000 compounds, 0.31% hits | Potency, µM (highest dose often 46.1 µM), inactives show at the top dose activation, hits mostly activators | AREc32 ARE-luciferase reporter (MCF7-derived line), luminescence, 24 h; note: potency is the fitted concentration of half-maximal effect; % of control where 0% means no effect; nearly all actives have a fitted effect of over 65% in size
#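 AREc32 cells carrying an ARE-driven firefly luciferase reporter were seeded at 1000 cells/well in OPTI-MEM with 5% FBS, then exposed to compound for 24 hr at 37 deg C. Luminescence was read with Steady-Glo after 30 min at RT.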
# HepG2 viability = HepG2 cytotoxicity, counter-screen for TGF-b inhibitors. 410,000 compounds, 0.76% hits. Potency, µM (top dose mostly 46.1 µM), without a hit: at the top dose activity change, negative = cytotoxicity, usual class: cytotoxic. AID 588856. HepG2 CAGA-GFP viability, ATP luminescence, 18 h; note: potency is the fitted concentration of half-maximal effect; some results filed as inactive show a strong effect at the top dose
#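 CellTiter-Glo luminescence gave cytotoxicity after 18 hours at 37 degrees C. The cells were HepG2 CAGA-GFP in 1% FBS DMEM, stimulated with 500 pg/mL TGF-beta after compound addition. %Activity was normalised to no-cell wells (complete cell-killing) and DMSO (no toxicity), and curves were fitted and classified.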
# A549 viability = A549 cytotoxicity, counter-screen for Nrf2 inhibitors | A549 ARE-Fluc cells, CellTiter-Fluor viability, 18-24 h | Potency, µM (top dose mostly 46 µM), without a hit: at the top dose activity change, negative = cytotoxicity, actives largely listed as inhibitors | 390,000 compounds, 0.16% hits | AID 504648; note: potency is the fitted concentration of half-maximal effect; % is set by controls: 0 for no effect and ±100 for the full control effect
#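 A549 ARE_Fluc cells in 5% FBS OPTI-MEM were exposed to compounds in concentration-response for 18-24 h at 37 deg C. Viability was read by CellTiter-Fluor fluorescence (Ex 405/Em 525) after 30 min, before the luciferase read.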
# TGFb inhibitor = TGF-b pathway inhibition | HepG2 CAGA-GFP TGF-b/SMAD3 reporter, GFP fluorescence, 18 h; TGF-beta stimulated, 500 pg/mL final | Potency, µM (doses to about 46.1 µM), inactives show top-dose activity, negative = inhibition, most hits filed as inhibitors | 410,000 compounds, 1.2% hits; note: potency is the fitted concentration of half-maximal effect; % is set by controls: 0 for no effect and ±100 for the full control effect; nearly all actives have a fitted effect of over 65% in size
#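 Read-out: total well GFP (ex488/em500-530) summed from mean per-cell fluorescence. Cells: HEPG2 CAGA-GFP, 1% FBS DMEM, 18 h at 37 degrees C with 500 pg/mL final TGF-beta. Unstimulated wells served as the full-inhibition control; stimulated DMSO wells = 0%.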
# MCF10A rerep = DNA re-replication induction in MCF 10a cells; MCF 10A DNA re-replication, Hoechst nuclear intensity, 48 h; Potency, µM (doses to about 46.1 µM), for the others: at the highest dose activity, positive = re-replication, actives largely listed as activators; 350,000 compounds, 2.9% hits; note: potency is the fitted concentration of half-maximal effect; % of control where 0% means no effect; nearly all actives have a fitted effect of over 50% in size
# ATXN viability = reduces viability in counter-screen for ATXN expression inhibitors; S2 cells (HEK-293 line with an ATXN2-luciferase reporter) viability, CellTiter-Fluor protease fluorescence, 24 h; Potency, µM (highest dose often 56.7 µM), most hits filed as cytotoxic; 400,000 compounds, 0.49% hits; note: potency is the fitted concentration of half-maximal effect; nearly all actives have a fitted effect of over 40% in size
# Numbers without * were called inactive; i = inactive; ? = inconclusive; · = no result given; & = joins results of further samples; [ ] = another dose, or the depositor's remark. Unless noted, calls come from the whole dose curve; as a rule, active = well fitted curve in the direction sought with a large enough effect; inconclusive = small, poorly fitted or top-dose-only effect, or another doubt; inactive = no such curve, though single readings can be large; an effect the other way counts as inactive or inconclusive.
# Below each compound – ATXN2 expr inh, Nrf2 block, IL-1B inflam inh, Nrf2 activator, HepG2 viability, A549 viability, TGFb inhibitor, MCF10A rerep, ATXN viability
> CC(=O)C1=CCC(c2ccc(Cl)cc2)N(S(=O)(=O)c2ccccc2)C1 (stereo unspecified)
  -37%, ·, -12, 16%, -3%, ·, -18%, ·, i
> Cc1ccc(C(=O)O)cc1NC(=O)Nc1cccc2ccccc12
  -9%, 1%, 12, -1.3%, -3%, 10%, -1%, 1%, i
> COc1cccc(CNC(=O)CCS(=O)(=O)c2ccc3c(c2)oc(=O)n3C)c1
  10%&-5%, -13%&18%, 17, -0.8%&-1.4%, -3%&6%, 11%&8%, 16%&-29%, 11%, ?
> C=CCn1c(C(C)C)nc2ccccc21
  3%, 0%, 9, -0.6%, 0%, 4%, 10%, 13%, i
> Cc1onc(-c2c(Cl)cccc2Cl)c1C(=O)NC(=S)Nc1sc2c(c1C(N)=O)CCC(C)C2 (stereo unspecified)
  -5%, 5%, 0, 0.2%, -28%, -11%, -7%, -1%, i
> CCOCCCNC(=O)c1ccc2c(c1)ncn2-c1ccc(CC)cc1
  -9%, 11%, 0, 1.0%, -33%, -5%, ?, 4%, i
> CC(C)C[C@@H](COc1ccccc1)N1CCN(C)CCC1=O
  9%, 6%, 17, -0.5%, -2%&-2%, -1%, 16%&0%, 0%, i
> COc1ccc(NC(=S)c2ccncc2)cc1
  -14%, -18%, 0, -0.9%, 3%, 5%, -14%, -45%[inhibitor], i
> Cn1c(=O)n(C)c2cc(CNC(=O)[C@H]3O[C@@H](n4cnc5c(N)ncnc54)[C@H](O)[C@@H]3O)ccc21
  -1%, ·, -3, 0.5%, -20%, ·, -6%, ·, i
> Cc1nc2ccn(Cc3cccnc3)c(=O)c2cc1C(=O)N1CCN(c2ccccc2F)CC1
  6%, 20%, ·, 0.6%, -4%, 1%, -3%, ·, i
> Cc1csc(SCCn2c(N3CCOCC3)nc3c2c(=O)[nH]c(=O)n3C)n1
  -1%, 5%, -10, -0.5%, 0%, -3%, -9%, 1%, i
> COc1cc(C(=O)NCC(=O)NCCSc2ccc(Br)cc2)cc(OC)c1OC
  3%, -26%, -3, -0.4%, -2%, 1%, 0%, 5%, ?
> CCN(CC(=O)NCc1ccc(F)cc1)C(=O)/C=C/c1cccs1
  0%, -11%, ?, 0.3%, -4%, 25%, -11%, -9%, ·
> CN1c2ccccc2-c2ccccc2S1(=O)=O
  13%, 3%, 30, -0.5%, -2%&-14%, 2%, ?, 12%, i
> COCCn1c(C)cc(C(=O)COC(=O)Cc2n[nH]c(=O)c3ccccc23)c1C
  17%, ?, -11, 0.4%, -8%, 2%, -2%, -2%, i
> COc1cccc(C2=NOC(C(=O)N3CCc4ccccc4C3)C2)c1 (stereo unspecified)
  9%, 13%, 24, -0.8%, -2%, 3%, 5%, ?, i
> CC(=O)NC12CC3CC(C1)CC(C(=O)Oc1ccc(N(C)S(=O)(=O)c4cc(C)ccc4C)cc1)(C3)C2
  -14%, -21%, -25, 4.2%, -10%, -1%, 2%, -8%, i
> COc1ccccc1C1C(C#N)=C(N)Oc2c1oc(CO)cc2=O (stereo unspecified)
  -4%, -13%, 3, 0.7%, -3%, 1%, -1%, -21%, i
> CC(CCc1ccccc1)NCC(O)c1cccc([N+](=O)[O-])c1 (stereo unspecified)
  -30%, ?, -18, 2.7%, -2%, -17%, 14%, 5%, ·
> NC(=O)COC(=O)c1ccccc1SCC(=O)NC1CCCCCC1
  0%, -5%, 32, 0.4%, 7%, 4%, 1%, 14%, i
> COc1cccc(/C=N/Nc2ncnc3c2[nH]c2ccc(C)cc23)c1OC
  ·, 0%, 149, 8.7%, 4%, 6%, ?, 1%, i
> COc1cc2[nH]c(=O)n(CCC(=O)NCCC(C)C)c(=O)c2cc1OC
  9%, ?, 50, -0.7%, -4%, 2%, 11%, 0%, i
> COc1ccc(-c2c[n+](CC(=O)c3cccs3)c3n2CCC3)cc1
  -25%, -26%, -29, 0.0%, -15%, 3%, 19%, 1%, i
> CC(=O)Nc1ccnn1C1CCN(C(=O)c2cccc(C)c2C)CC1
  3%, 2%, 2, -0.3%, -1%, 0%, 8%, -2%, i
> COC(=O)C1=C(C)N(CCCC(=O)O)C(=O)NC1c1ccc(-c2ccccc2)cc1 (stereo unspecified)
  -4%, -20%, 11, -0.1%, 35%, 6%, -2%, -18%, i
> O=C(Cn1ncc2c3ccccc3n(Cc3ccc(F)cc3)c2c1=O)NCc1cccs1
  169%[activator], 25%, ·, -0.4%, 8%, -1%, 8%, ·, ?
> CCOC(=O)C1(Cc2cccc(OC)c2)CCN(Cc2ccc3c(c2)OCCO3)CC1
  -32%, -3%, -63*, 0.3%, -30%, 1%, 0%, 2%, i
> Cc1ccc(NC(=S)Nc2ccc(S(=O)(=O)N3CCOCC3)cc2)cc1S(=O)(=O)N1CCOCC1
  -28%, 9%, -5, 3.9%, -3%, 3%, -13%, ?, i
> Cc1ccc(C)c(N2CCN(CCN3CCCCC3)CC2)c1
  ·, 8%, 6, -0.6%, -1%, 1%, 11%, ?, i
> CCOC(=O)c1c(NC(=O)CSc2c[nH]c3ccccc23)sc2c1CCCC2
  -23%, -19%, -10, 6.6%, -53%, -4%, ?, ?, ?
> Cc1cc(C)c(CN2CCN(CCCn3ccc(NC(=O)OCc4ccccc4)nc3=O)CC2)c(C)c1
  ?, -18%, -55*, 0.5%, -95%, -19%, ?, -18%, i
> CCOC(=O)[C@@H]1[C@H]2COc3cc(OC)ccc3[C@@H]2N2C(=O)N(c3cccc(C)c3)C(=O)[C@]12C
  3%, -3%, 0, 0.5%, -9%, -8%, 8%, 15%, i
> CCOC(=O)N/N=C/c1cc(C)n(-c2ccccc2)c1C
  ·, 30%, -1, 5.4%, 2%, 12%, -9%, -11%, ?
> O=S(=O)(N/N=C\c1ccccc1O)c1ccc(Cl)cc1
  -6%, 3%, -14, 3.7%, -49%, 5%, -28%, 0%, i
> O=C(Nc1ccccc1C(=O)N1CCCC1)c1ccc(Cl)c([N+](=O)[O-])c1
  10%[11.3 µM], 17%, ?, 22%, 5%, 5%, 9%, 5%, i
> Cc1cc2c(=O)[nH]cnc2s1
  3%, 6%, 21, 2.4%, -13%, 0%, 0%, 11%, i
> Cc1nc(CNS(=O)(=O)c2cccnc2)cs1
  3%, 5%, 13, 0.0%, -20%, -2%, -21%, 21%, i
> CC(CCc1ccccc1)NC(=O)Cn1c(=O)nc(-c2ccccc2)c2cc(Cl)ccc21 (stereo unspecified)
  ·, ·, ·, 3.8%, -1%, ?, 0%, ·, ·
> CCc1ccc(C2C(C(=O)Nc3ccccc3OC)=C(C)Nc3c(C(=O)Nc4ccc(C)cc4)cnn32)cc1 (stereo unspecified)
  ·, 25%, ·, 5.7%, -20%, -3%, -19%, ·, ·
> Cc1nc(N2CCN(c3ccccn3)CC2)c2c(C)c(C(=O)Nc3ccccc3F)sc2n1
  -6%, 16µM*, -9, -0.2%, 5%, -16%, 7%, 1%, i
> Cc1nc(NC(=S)Nc2ccccc2)sc1C
  12%, ?, 0, 18%, -18%, 1%, ?, -2%, i
> O=C(CCCn1cnc([N+](=O)[O-])n1)Nc1ccc(Cl)cc1Cl
  -3%, -7%, -8, 0.1%, -6%, 0%, -21%, 10%, i
> Cc1cc2c(cc1S(=O)(=O)Nc1ccc(OC(F)(F)F)cc1)OCC(=O)N2
  -10%&-35%, 2%&-1%, 35, -0.7%&-1.3%, -20%&-21%, 5%&4%, ?, -4%, ?
> CCCCN(C=O)c1c(CC)nc2c(OCCOc3ccc(F)cc3)cccn12
  ?, ·, -8, -0.1%[9.22 µM], -15%, ·, -28%, ·, ?
> O=C(c1ccc(CNS(=O)(=O)c2cccc(Cl)c2)cc1)N1CCCC1
  5%, -10%, 9, 0.2%, -3%, -5%, 3%, 17%, i
> O=c1[nH]c(NCCO)nnc1Cc1ccccc1
  ·, ?, 10, 0.3%, 26%, 1%, 7%, -3%, i
> CCOC(=O)c1cc2c(C)nn(-c3ccccc3)c2s1
  13%, 19%, 20, 3.6%, -18%, 1%, -18%, ?, i
> O=C(O)C(Cc1ccccc1)NS(=O)(=O)c1ccc(Cl)cc1 (stereo unspecified)
  ·, 6%, 8, -0.3%, 2%, -6%, -7%, 9%, i
> N#CC(c1ccc(Cl)cc1)c1ccc2c(C(F)(F)F)cc(C(F)(F)F)nc2n1 (stereo unspecified)
  0.71µM*, 1.5µM*, -105*, 17%, -38%, 5.8µM*, 3.5µM*, ?, 2µM*
> CCN(C(=O)CSc1nc2nc(C)cc(C)n2n1)c1ccccc1
  -6%, 8%, 7, -0.5%, -88%, 10%, 0%, 1%, i
> Nc1cc(=O)[nH]c(SCC(=O)NC2CCCCCCC2)n1
  1%, ?, 9, -0.9%, -15%, -13%, -10%, 1%, i
> Cc1ccc(S(=O)(=O)N2CCN=C2SCc2cccnc2)cc1
  ·, -1%, 6, -0.9%, -4%, -10%, -1%, -10%, ?
> COc1ccc(Br)cc1Cn1nnc(C(=O)Nc2ccc(C)cc2C)c1N
  ?, 16µM*, ·, -0.1%, -17%, -25%, ?, ·, ?
> COc1ccc(O)c(C=Nc2cc(NC(C)=O)c(Cl)cc2Cl)c1
  4%, -1%, 11, 3.0%, -13%, 0%, -2%, 2%, i
> CC(C)(C)OC(=O)NCC(=O)NNC(=O)C(C(=O)OCc1ccccc1)c1ccccc1 (stereo unspecified)
  6%, -4%&9%, ·, -1.6%, -2%, -2%&-3%, 2%, 0%, i
> CCC(=O)Nc1ccc(NC(=S)NC(=O)Cc2ccccc2)cc1
  4%, -7%, -11, -0.4%, -1%, 0%, 0%, ?, i

# Bioassay records from PubChem BioAssay.
